FN deposit inh – fibronectin deposition inhibition; inhibition, % at 12.6 µM; hit rate 0.086% among 350,000; AH1F fibroblasts, Alexa488-fibronectin deposition fluorescence, overnight;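 active means mean inhibition across replicates of 30% or more, regardless of how many single replicates reach that level; inconclusive means mean under 30% yet at least half of replicates reach 30%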;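 further: positive control wells lacked labelled fibronectin entirely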
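Material: AH1F fibroblast monolayer depositing Alexa488-labelled fibronectin into matrix | Input: 10000 AH1F cells/well | Medium: DMEM plus 2% serum, read in PBS | Reagent: Alexa488-fibronectin, 24 nM final in well | Compound dosing: One dose per compound, pinned | Schedule: 1 h adhesion, overnight exposure | Measured by: Fluorescence at 485 nm excitation, 525 nm emission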
esBAF inh – SWI/SNF esBAF complex inhibition; mouse ES cells, Bmi1-luciferase knock-in reporter, 24 h; 100% = twice the neutral-well signal; reporter increase, % at 12.5 µM; hit rate 2% among 350,000; in the data active means activation above about 40%; inconclusive means no clear call, values can overlap the other calls;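 further: 0% = median of the plate's neutral control wells and 100% = double that signal; a rise in the Bmi1 reporter signal indicates esBAF inhibition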
RAD54 branch – RAD54 (human) branch migration inhibition; inhibition, % at 10.4 µM; Q92698; hit rate 0.14% among 360,000; RAD54 Holliday junction branch migration, FAM/BHQ fluorescence; AID 602329;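 active means mean normalized replicate activity at least 40 and at least half of replicates scoring 40 or more; inconclusive means only one of the two criteria met; inactive means mean below 40 and under half of replicates reaching 40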;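 further: 0% = median of neutral control wells and 100% = median of positive control wells; inhibitors cause a drop in the FAM fluorescence signal; in these data hits start at about 50%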
Target sequence (Q92698 whole entry, looked up): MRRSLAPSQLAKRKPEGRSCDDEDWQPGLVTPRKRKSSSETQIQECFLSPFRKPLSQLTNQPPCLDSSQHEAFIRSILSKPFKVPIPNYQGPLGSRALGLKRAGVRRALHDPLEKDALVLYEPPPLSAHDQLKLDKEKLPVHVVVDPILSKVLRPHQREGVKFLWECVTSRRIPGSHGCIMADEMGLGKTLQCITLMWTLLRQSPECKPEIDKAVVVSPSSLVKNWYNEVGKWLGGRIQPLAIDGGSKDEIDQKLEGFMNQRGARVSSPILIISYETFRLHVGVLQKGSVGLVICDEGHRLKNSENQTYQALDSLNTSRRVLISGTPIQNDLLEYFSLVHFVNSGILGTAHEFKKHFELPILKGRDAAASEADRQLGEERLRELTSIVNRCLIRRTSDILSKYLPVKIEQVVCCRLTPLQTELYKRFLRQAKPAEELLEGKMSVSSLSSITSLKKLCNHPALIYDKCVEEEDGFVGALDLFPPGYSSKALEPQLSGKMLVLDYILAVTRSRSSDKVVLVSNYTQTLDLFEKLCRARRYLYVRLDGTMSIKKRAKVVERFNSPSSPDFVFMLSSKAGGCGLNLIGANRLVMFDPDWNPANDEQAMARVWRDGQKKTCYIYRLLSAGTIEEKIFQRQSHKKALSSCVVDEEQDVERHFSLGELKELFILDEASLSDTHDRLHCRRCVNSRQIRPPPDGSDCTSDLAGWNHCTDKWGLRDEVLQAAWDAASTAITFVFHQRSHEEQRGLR
* marks the source's active call; other numbers are inactive results; ? = inconclusive. Some of the compounds tested; rates above refer to the full screens.

The line under a structure holds: FN deposit inh	esBAF inh	RAD54 branch
- CC(C)(C)c1ccc(/C=N/NC(=O)Cc2c[nH]c3ccccc23)cc1
    -3	8	-5
- CCN(CC)S(=O)(=O)c1cc(NC(=O)C(=O)c2c(-c3ccccc3)cc3ccccn23)ccc1C
    4	-5	-3
- CCCCOc1ccc(/C=N/NC(=S)Nc2cccc(C)c2C)cc1
    4	0	9
- O=C(Nc1ccc(Cl)c(Cl)c1)c1csc(-c2ccccc2)n1
    -7	7	-6
- O=C(c1cccc(C(F)(F)F)c1)N1CCC(O)(CS(=O)(=O)Cc2ccc(Cl)cc2)CC1
    -9	2	-1
- Cc1ccc(S(=O)(=O)N2CCN(C(=O)CCC(=O)NC3CCCc4ccccc43)CC2)cc1 (centres undefined)
    6	-3	2
- COc1ccc(OC)c(NC(=O)CSc2nnc(-c3ccco3)n2-c2ccccc2)c1
    11	0	8
- O=C(CNC(=O)c1cnccn1)Nc1ccc(F)c(F)c1F
    8	-2	4
- COC(=O)c1nn(-c2cccc(C(F)(F)F)c2)c(=O)cc1Sc1ccccn1
    13	2	-20
- CN(C)S(=O)(=O)c1ccc(NC(=O)N2CCN(c3ccccc3)CC2)cc1
    2	7	2
- CSc1nsc(SCC(=O)Nc2ccccn2)n1
    -1	5	-5
- COc1ccccc1OCC(=O)NCc1ccco1
    0	2	-6
- CC(C)CC(=O)N1CCC(O)(CS(=O)(=O)Cc2ccccc2Cl)CC1
    1	-6	2
- C/C(=N\Nc1nnc(C)c(=O)[nH]1)C(=O)O
    -1	-3	-5
- O=C(COC(=O)C1CC(=O)N(Cc2ccccc2)C1)Nc1ccc2c(c1)OCO2 (centres undefined)
    -7	4	-17
- CC1CN(C(=O)CSc2ncnc3sccc23)CC(C)O1 (centres undefined)
    8	-1	-7
- O=C(NCCN1CCOCC1)Nc1ccccc1
    7	9	0
- COc1ccc(Cn2c(CCC(=O)Nc3ccc(C)cc3)nc3cccnc32)cc1
    6	0	-5
- COc1ccc(OC)c(S(N)(=O)=O)c1
    -9	-4	-9
- CCN(C(C)=O)c1nc(CSc2nnc(NC(C)C)s2)cs1
    -1	-6	20
- CCOC(=O)C(Cc1ccccc1)NC(=O)CNC(C)=O (centres undefined)
    0	-5	4
- CC(C)CCN1CCNC(=O)C1CC(=O)Nc1ccc(F)cc1 (centres undefined)
    -1	-6	2
- C=CCNC(=S)NNC(=O)c1cccn(Cc2ccc(Cl)c(Cl)c2)c1=O
    -7	-3	-8
- CC1CC(C)CN(C(=O)CNS(=O)(=O)c2ccc(Br)s2)C1 (centres undefined)
    -9	-4	4
- CN(C)c1nc(OCCOC(=O)COc2ccc(Cl)cc2Cl)nc(N(C)C)n1
    -5	-8	-8
- O=C(COC(=O)c1cc(-c2ccco2)nc2ccccc12)NCc1ccccc1
    -9	-10	9
- Cc1csc(C2=C(O)CN(c3ccc4c(c3)OCCOCCOCCOCCO4)C2=N)n1
    4	-4	-2
- CC(C)CN1C(=O)CC(Sc2ccccc2C(=O)O)C1=O (centres undefined)
    3	-4	-3
- CC(C)(C)c1cc(Cc2ccccc2)[nH]n1
    3	2	8
- Cc1ccc(NC(=O)CC2SC3=NCCN3C2=O)cc1 (centres undefined)
    -7	-5	-13

A different layout for six compounds above:
SMILES | FN deposit inh | esBAF inh | RAD54 branch
CCOC(=O)C(Cc1ccccc1)NC(=O)CNC(C)=O (centres undefined) | 0 | -5 | 4
CC(C)CCN1CCNC(=O)C1CC(=O)Nc1ccc(F)cc1 (centres undefined) | -1 | -6 | 2
C=CCNC(=S)NNC(=O)c1cccn(Cc2ccc(Cl)c(Cl)c2)c1=O | -7 | -3 | -8
CC1CC(C)CN(C(=O)CNS(=O)(=O)c2ccc(Br)s2)C1 (centres undefined) | -9 | -4 | 4
CN(C)c1nc(OCCOC(=O)COc2ccc(Cl)cc2Cl)nc(N(C)C)n1 | -5 | -8 | -8
O=C(COC(=O)c1cc(-c2ccco2)nc2ccccc12)NCc1ccccc1 | -9 | -10 | 9

(list continues)
The line under a structure holds: FN deposit inh	esBAF inh	RAD54 branch
- COC(=O)C(CCSC)NC(=O)CNS(=O)(=O)c1ccc(Br)cc1 (centres undefined)
    1	3	-4
- CC(NCC1(N2CCOCC2)CCCCC1)C(=O)N1CCc2ccccc21 (centres undefined)
    -4	-3	-2
- CC(=O)C1C(c2ccco2)c2c(noc2C)CC1(C)O (centres undefined)
    6	6	-3
- CC(=O)NCCC(=O)NCc1ccc(F)cc1
    11	-8	11
- O=c1c(O)c(-c2cccs2)oc2ccccc12
    12	-3	-13
- O=C(Nc1nnc(CCc2ccccc2)s1)C1CCCO1 (centres undefined)
    5	15	-14
- Cc1ccsc1C1C2=C(CCCC2=O)Nc2ncnn21 (centres undefined)
    0	-6	0
- CCC(=O)N(CCC(c1ccccc1)c1ccco1)Cc1cccs1 (centres undefined)
    -2	-7	-3
- Cc1cccc(C)c1NC(=O)C/C(N)=N/O
    -2	-9	0
- O=C(CN1C(=O)C2CC=CCC2C1=O)Nc1nnc(SCc2c(Cl)cccc2Cl)s1 (centres undefined)
    13	-4	4
- CCc1nc(-c2cc3ccc(C)cc3[nH]c2=O)no1
    -6	35	-2
- O=C(CS(=O)(=O)Cc1ccccc1)Nc1nc2ccccc2s1
    -28	2	-4
- O=S(=O)(Cc1ccccc1)NCc1cccnc1
    -4	-9	-9
- Fc1ccc(CSc2ncnc3sc4c(c23)CCCC4)cc1
    -3	6	-4
- CCCS(=O)(=O)Nc1c(C(=O)O)[nH]c2ccccc12
    -2	1	-20
- COc1ccc(C(=O)N/C(N)=N/c2nc3ccccc3o2)cc1
    2	?	-1
- Cc1nn(-c2ccccc2)c2sc(C(=O)N3CCc4ccccc4C3)cc12
    8	-1	-1
- O=C(CCc1c[nH]c2ccccc12)NCC1CCCO1 (centres undefined)
    -17	0	-9
- CCN(CC)S(=O)(=O)N1CCC(C(=O)NC(C)CCc2ccccc2)CC1 (centres undefined)
    6	-6	-4
- Cc1ccccc1-c1nc(Cc2ccc(Cl)cc2)no1
    -6	13	6
- Cn1c(=O)[nH]c(=O)c2c1nc(N1CCCCC1)n2CC(O)CN1CCCCC1 (centres undefined)
    -7	-3	-12
- O=C(COc1cccc2cccnc12)Nc1nccs1
    8	29	4
- Cn1c(/C=N/NC(=O)c2ccccc2Br)nc2ccccc21
    -11	4	-1
- O=Cc1ccc(OCc2ccccn2)cc1
    -2	12	1
- COc1ccc(CNC(=O)CN2C(=O)C3CCCN3c3ncc(Cl)cc32)cc1 (centres undefined)
    1	12	-4
- CCCc1c(O)nc(SCc2ccccc2)[nH]c1=O
    3	3	-14
- CCC(=O)NCCN1CCN(C(=O)CC)CC1
    6	-2	5
- CSc1nsc(SCC(=O)Nc2ccc3c(c2)OCCO3)n1
    4	43*	-17
- C=CCNc1nc(NCCO)nc(N2CCCC2)n1
    13	-6	2
- COCCNC(C(=O)Nc1cc(Cl)cc(Cl)c1)c1ccccc1 (centres undefined)
    15	3	-11

Three structures out of the list, arranged by number of heavy atoms, largest number first.
The line under a structure holds: FN deposit inh	esBAF inh	RAD54 branch
- O=C(Nc1nnc(CCc2ccccc2)s1)C1CCCO1 (centres undefined)
    5	15	-14
- C=CCNc1nc(NCCO)nc(N2CCCC2)n1
    13	-6	2
- O=Cc1ccc(OCc2ccccn2)cc1
    -2	12	1

Other records follow.
The line under a structure holds: FN deposit inh	esBAF inh	RAD54 branch
- OC(CNCc1ccc(F)cc1)(c1ccc(F)cc1)c1ccc(F)cc1
    10	-9	1
- Cc1ccc(S(=O)(=O)N(CC(=O)NC2CCCCCC2)c2ccccc2F)cc1
    -3	-2	-3
- O=C(O)CCCCCNC(=O)c1cccc(Br)c1
    8	-4	-5
- O=C(CN(CCc1ccccc1)C(=O)Cn1nnc(-c2cccs2)n1)NCc1ccco1
    1	-3	-16
- CCC1SC2=NC(C)=C(C(=O)OCCOC)C(/C=C/c3ccccc3OC)N2C1=O (centres undefined)
    -4	1	-4
- CCOC(=O)C1C(c2cccs2)NC(=O)N(C)C1(O)C(F)(F)F (centres undefined)
    -4	-9	3
- C=CCNS(=O)(=O)c1ccc2nsnc2c1
    -3	-4	-6
- CC1(C)Cc2c(sc3nc4n(c(=N)c23)CCC4)CO1
    -2	-2	0
- Cc1ccc2cc(CN(CCCO)S(=O)(=O)c3cccc4nsnc34)c(=O)[nH]c2c1C
    -1	-6	-16
- CCOc1cc(NC(=O)C2CCCCC2)c(OCC)cc1NC(=O)c1ccco1
    -11	-3	-5
- Cc1ccc(/C(=N\O)c2oc3c(C)c4oc(=O)cc(C)c4cc3c2C)cc1
    0	8	-1
- O=C(CCn1c(=O)oc2ccccc21)Nc1ccccc1
    -3	12	15
- COC(=O)c1ccc(-n2nnnc2SCc2nn[nH]n2)cc1
    3	-11	-11
- CC(=O)Nc1ccc(NC(=O)CN(c2ccc(C34CC5CC(CC(C5)C3)C4)cc2)S(C)(=O)=O)cc1
    2	20	-11
- Cc1ccc(S(=O)(=O)N(CC(=O)O)Cc2ccccc2F)cc1
    -10	-7	2
- COc1ccc(Cc2nnc(NC(=O)C3CCCO3)s2)cc1 (centres undefined)
    2	5	-13
- Cc1cccc(OCC(O)Cn2c(=N)n(CCN3CCOCC3)c3ccccc32)c1 (centres undefined)
    -5	0	-4
- CC1Cc2ccccc2N1C(=O)CSc1nc2cc3c(cc2cc1C#N)OCO3 (centres undefined)
    5	-4	0
- CCN(CC)S(=O)(=O)c1ccc(C(=O)NCc2cccs2)cc1
    4	1	10
- CCOC(=O)N1CCN(C(=O)CN(Cc2ccccc2)S(=O)(=O)c2ccc(OC)c(Cl)c2)CC1
    1	-3	-11
- COc1ccc(CCNC(=O)CSC2=Nc3ccccc3C3=NC(C(C)C)C(=O)N23)cc1OC (centres undefined)
    -8	-8	4
- COc1ccc(/C(O)=C2/C(=O)C(=O)N(Cc3ccco3)C2c2cccs2)cc1 (centres undefined)
    -4	5	-9
- O=c1cc(NCc2ccccc2)c2ccccc2o1
    7	5	4
- Cc1nc2ccc(NC(=O)C(F)(F)F)cc2o1
    -8	4	-10
- O=C1CC(NC23CC4CC(CC(C4)C2)C3)C(=O)N1c1ccc2c(c1)OCO2 (centres undefined)
    5	-3	-1
- CN(CCCNC(=O)C1CCC(=O)N1Cc1ccccc1Cl)c1ccccc1 (centres undefined)
    -3	1	-4
- CCn1nnc(NC(=O)c2ccc(-c3ccc(Cl)cc3)o2)n1
    1	37	-9
- CCn1c(SCC(=O)NC2CCCCC2C)nnc1-c1ccc(OC)cc1 (centres undefined)
    2	6	7
- Cc1nc2ncnn2c(C)c1CCC(=O)O
    -6	-10	2
- CN(C)C(=O)COn1c(SCC(=O)N(C)C)nc2ccccc2c1=O
    -10	16	-14
- O=C(Cn1cnc2c(oc3ccccc32)c1=O)N1CCN(c2ccccc2)CC1
    -7	0	2
- Cc1nn2c3ccccc3n(Cc3ccccc3)c2nc1=O
    -7	0	-4
- CC(C)(C)NC1=CC(=O)OC12CCCCC2
    4	-3	-4
- COc1ccc(-c2nc(-c3ccccc3)c(-c3cccs3)[nH]2)cc1OC
    -3	-4	6
- CC(=O)Nc1ccc(S(=O)(=O)NCC(C)NS(=O)(=O)c2ccc(NC(C)=O)cc2)cc1 (centres undefined)
    13	-6	-14
- CC1CCN(C2CCN(S(=O)(=O)c3ccc(F)cc3)CC2)CC1
    -12	9	-5
- COC(=O)c1ccc(CSc2nc3c(cnn3-c3ccc(C)cc3)c(=O)[nH]2)o1
    5	-8	-1
- CCN(CC)C(=O)C1=C(C)NC(=O)NC1c1c(F)cccc1Cl (centres undefined)
    0	-7	-2
- CCc1c(O)cc2n(c1=O)-c1ccccc1C2(C)C
    1	-3	5
- CCOc1ccc(/C=N/NC(=S)Nc2c(C)cccc2C)cc1
    10	-4	-1
- CCCCCc1nc2c(C#N)c(-c3ccc(Cl)cc3)ccn2n1
    6	18	7
- CCOc1cc(/C=C2/C(=N)N3OC(C)=CC3=NC2=O)ccc1OCCOc1ccccc1
    -6	1	-11
- COCCNC(=O)C(c1ccccc1)N(CCOC)C(=O)Cn1nnc2ccccc21 (centres undefined)
    -4	6	9
- CC1CCC/C(=C\Nc2ccc(O)cc2)C1=O (centres undefined)
    7	33	-1
- O=C(CSc1nnnn1-c1ccc(F)cc1)NC1CCCCC1
    5	-4	5
